IDE act: human IDE activators in live cells, primary screen, fluorescence polarization, HEK cells, FAbeta-B substrate | actives 0.073% (n = 340,000) | FAbeta-B cleavage; 0% vehicle, 100% cell-free pure enzyme wells | Insulin-degrading enzyme (Homo sapiens), P14735 | activation, % at 5.96 µM;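 active means activation above the mean of all tested compounds plus 3 SD, set per screening campaign, cut at about 17% in these data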
Target sequence (P14735 whole entry, looked up): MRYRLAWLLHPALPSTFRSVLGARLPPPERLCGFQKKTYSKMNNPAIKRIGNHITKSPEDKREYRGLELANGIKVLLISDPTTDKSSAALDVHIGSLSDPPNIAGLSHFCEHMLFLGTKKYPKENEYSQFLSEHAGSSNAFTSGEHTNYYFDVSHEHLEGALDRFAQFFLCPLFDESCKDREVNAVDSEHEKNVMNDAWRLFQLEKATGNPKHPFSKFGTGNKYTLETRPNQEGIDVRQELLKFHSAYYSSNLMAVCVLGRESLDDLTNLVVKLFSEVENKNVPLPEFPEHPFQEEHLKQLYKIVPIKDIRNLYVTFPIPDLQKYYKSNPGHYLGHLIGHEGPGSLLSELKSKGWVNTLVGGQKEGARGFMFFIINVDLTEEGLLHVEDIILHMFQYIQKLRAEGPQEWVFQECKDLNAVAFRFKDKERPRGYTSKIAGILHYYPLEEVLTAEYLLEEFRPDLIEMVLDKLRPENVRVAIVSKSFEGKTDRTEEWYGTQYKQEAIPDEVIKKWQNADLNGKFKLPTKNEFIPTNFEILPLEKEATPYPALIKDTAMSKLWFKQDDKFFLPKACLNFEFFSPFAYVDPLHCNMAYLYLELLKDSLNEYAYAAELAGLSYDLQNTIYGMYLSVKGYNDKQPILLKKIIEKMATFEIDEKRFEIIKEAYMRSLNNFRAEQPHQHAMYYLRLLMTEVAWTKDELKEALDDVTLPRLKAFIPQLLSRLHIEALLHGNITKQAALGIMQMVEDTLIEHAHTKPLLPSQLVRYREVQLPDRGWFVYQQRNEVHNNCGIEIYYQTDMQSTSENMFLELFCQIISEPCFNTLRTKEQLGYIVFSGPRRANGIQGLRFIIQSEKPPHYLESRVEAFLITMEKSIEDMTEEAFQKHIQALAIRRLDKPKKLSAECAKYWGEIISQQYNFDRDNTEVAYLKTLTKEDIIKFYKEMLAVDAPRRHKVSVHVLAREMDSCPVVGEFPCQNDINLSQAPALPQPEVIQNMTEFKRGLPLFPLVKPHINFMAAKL
* = called active by the depositor.

IDE act | structure
2 | Cc1c(C(=O)N2CCN(C3CCS(=O)(=O)C3)CC2)oc2c(F)cccc12 (configuration not stated)
-4 | Cc1ncc(NS(=O)(=O)c2ccc(N)cc2)nc1C
-5 | CCOC(=O)c1sc(=S)[nH]c1C
3 | CCOC(=O)C1=C(COC(=O)c2cccnc2SC)NC(=O)NC1C (configuration not stated)
2 | COc1cc(OC)cc(C(=O)NNC(=O)c2nn(C)c(=O)c3ccccc23)c1
0 | CC1C(=O)N2CCCc3cc(NC(=O)c4ccccc4F)cc1c32 (configuration not stated)
1 | Cc1ccc(NC(=O)CN(C)C(=O)c2cc(-c3ccccc3)nn2-c2ccccc2)cc1
4 | CCN(C(=O)CSc1nc(C)nc2sc(C)c(C)c12)c1ccc(F)cc1
1 | CCOc1ccc(Br)cc1S(=O)(=O)Nc1ccc(S(=O)(=O)Nc2cc(C)on2)cc1
3 | Oc1ccc(Cl)cc1Sc1cc(Cl)ccc1O
-2 | C[C@H](CO)N1C[C@H](C)[C@@H](CN(C)C)Oc2c(NS(=O)(=O)c3ccc(F)cc3)cccc2C1=O
2 | O=C(N/N=C/c1ccccc1C(=O)O)c1cccc(S(=O)(=O)N2CCOCC2)c1
1 | Cc1ccnc(NC(=O)c2cccc(S(=O)(=O)N3CCCc4ccccc43)c2)c1
1 | COCCN(C(=O)COC(=O)/C=C/c1ccc(OC)c(OC)c1)c1c(N)n(Cc2ccccc2)c(=O)[nH]c1=O
6 | Cc1ccc(C(=O)N2[C@@H]3CN(C)C(=O)[C@@]2(Cc2ccccc2)[C@H]2C(=O)N(Cc4ccccc4)C(=O)[C@@H]32)cc1
1 | COc1ccc(C(=O)OCC(=O)c2ccc[nH]2)cc1

Ordered by formula weight (smallest number first): some entries from above
IDE act | structure
-4 | Cc1ncc(NS(=O)(=O)c2ccc(N)cc2)nc1C
2 | Cc1c(C(=O)N2CCN(C3CCS(=O)(=O)C3)CC2)oc2c(F)cccc12 (configuration not stated)
2 | COc1cc(OC)cc(C(=O)NNC(=O)c2nn(C)c(=O)c3ccccc23)c1
4 | CCN(C(=O)CSc1nc(C)nc2sc(C)c(C)c12)c1ccc(F)cc1
1 | Cc1ccnc(NC(=O)c2cccc(S(=O)(=O)N3CCCc4ccccc43)c2)c1
-2 | C[C@H](CO)N1C[C@H](C)[C@@H](CN(C)C)Oc2c(NS(=O)(=O)c3ccc(F)cc3)cccc2C1=O
1 | COCCN(C(=O)COC(=O)/C=C/c1ccc(OC)c(OC)c1)c1c(N)n(Cc2ccccc2)c(=O)[nH]c1=O

Continuation:
IDE act | structure
2 | CC(Oc1ccccc1F)C(=O)NNC(=O)c1cccc(S(=O)(=O)N2CCN(C)CC2)c1 (configuration not stated)
2 | CC(=O)c1ccc(OCC(=O)Nc2c(C)nn(-c3ccccc3)c2C)cc1
8 | CC(C)(C)C1CCC(C(=O)Nc2ccccc2N2CCOCC2)CC1 (configuration not stated)
2 | CC(C)NC(=O)N(C)C[C@H]1Oc2ccc(NC(=O)NC3CCCCC3)cc2C(=O)N([C@H](C)CO)C[C@@H]1C
0 | C/C(=N\NC(=O)c1cccc(S(=O)(=O)N2CCCC2)c1)c1ccncc1
4 | CC(COc1ccccc1)OC(=O)Nc1ccccc1 (configuration not stated)
4 | Cc1ccc(C)c(OCCC(=O)OCc2csc(CC(=O)Nc3ccccc3C)n2)c1
0 | CCOC(=O)[C@H]1[C@H]2COc3ccc(Cl)cc3[C@@H]2N2C(=O)CN(Cc3ccc(C)cc3)C(=O)[C@@]12C
5 | CCN(C(=O)c1ccc(Br)o1)C1CCS(=O)(=O)C1 (configuration not stated)
2 | C=CCN1C(c2ccc(Br)cc2)=CS/C1=C(\C#N)c1nnc(N2CCOCC2)n1-c1ccccc1
1 | Cc1cc(OCC(=O)NNC(=O)c2ccncc2)ccc1C(C)C
2 | COc1ccccc1C(=O)NCCC(=O)N(C)CC(=O)Nc1ccc(N2CCOCC2)cc1
12 | COc1ccc(NC(=O)CN(C)C(=O)CCNC(=O)c2ccccc2OC)cc1
1 | CCN(CC(=O)Nc1c(F)cccc1F)C(=O)c1cccc(S(=O)(=O)NCc2ccccc2)c1
2 | CN(C)CC1(C)Cc2ccsc2C1O (configuration not stated)
4 | CN(CC(=O)NC(=O)NCc1ccccc1)CC(=O)Nc1ccc(Cl)c(C(F)(F)F)c1
4 | CC(=O)Nc1ccc(C2=CC(=O)CC(C)(C)C2)cc1
5 | O=C(Nc1cc(S(=O)(=O)N2CCCCC2)ccc1Cl)c1ccncc1
-6 | Cc1ccc(-c2csc(NCCn3c(C)nc4cc(C(F)(F)F)ccc43)n2)cc1
7 | O=C(C[C@H]1C/C=C\CC[C@@H](Cc2ccc(F)cc2)C(=O)O[C@H](c2ccccc2)CNC1=O)N[C@H](CO)Cc1ccccc1
4 | Cc1ccc(S(=O)(=O)N2CCN(C(=O)CN3C(=O)NC4(CCCC4)C3=O)CC2)c(C)c1
-2 | CCN(CC(=O)Nc1c(F)cccc1F)C(=O)Cc1n[nH]c(=O)c2ccccc12
0 | CCCCn1c(N)c(N(CC(C)C)C(=O)c2cc3c(s2)CCCCC3)c(=O)[nH]c1=O
1 | COc1cc(C(=O)NNC(=O)COc2cccc(F)c2)ccc1OCC(=O)N1CCOCC1
4 | O=C(CCNC(=O)c1ccc(Cl)cc1)Nc1cccc(S(=O)(=O)N2CCCCCC2)c1
0 | O=C(COC(=O)c1ccccc1Br)Nc1cccnc1Cl
6 | CCOc1ccc(C(=O)NNC(=O)CNC(=O)c2ccc(C)s2)cc1OC
5 | CCCCN1C(=N)N([C@@H](CN2CCC[C@H]2CN2C(N)=NC[C@@H]2Cc2ccccc2)C(C)C)C[C@H]1Cc1ccccc1
0 | O=C(Nc1ccc(C(=O)N2CCOCC2)cc1)C1CCC1
2 | O=C(c1ccccc1)c1ccccc1C(=O)N1CCN(Cc2ccccc2F)CC1
-1 | CC1CCCC(C)N1C(=O)COC(=O)COc1ccccc1C#N (configuration not stated)
4 | CCN(CC(=O)Nc1c(F)cccc1F)C(=O)Cc1ccc2c(c1)OCCO2
5 | C[C@H](CO)N1C[C@H](C)[C@@H](CN(C)C(=O)NC2CCCCC2)Oc2ccc(NS(=O)(=O)c3cn(C)cn3)cc2C1=O
3 | C[C@@]12CCC3[C@@](CCC4[C@@]3(C)CCC[C@@]4(C)C(=O)Nc3ccc(Cl)cc3)(CC1=O)C2 (some centres not stated)
4 | COc1cc(C(=O)OCC(=O)NCCC2=CCCCC2)cc(OC)c1OC
5 | CC(C)N(C)C1=CC(=O)C(N(C)C(C)C)=CC1=O
2 | O=C(Nc1ccncc1)C1CCN(S(=O)(=O)c2ccc(Cl)cc2)CC1
3 | O=C(CN1CCN(c2ccc(O)cc2)CC1)Nc1ccccc1C(=O)NCCc1ccccc1
0 | COc1cc(OC)cc(C(=O)NCCCCCCNC(=O)c2cc(OC)cc(OC)c2)c1
0 | CNS(=O)(=O)c1ccc(C(=O)NCC(=O)NCC2COc3ccccc3O2)cc1 (configuration not stated)

Single values from above.
CCOC(=O)c1sc(=S)[nH]c1C in IDE act is listed with -5
C/C(=N\NC(=O)c1cccc(S(=O)(=O)N2CCCC2)c1)c1ccncc1 in IDE act is listed with 0

(list continues)
IDE act | structure
-1 | Cc1ccc(S(=O)(=O)NCC(c2ccco2)N2CCc3ccccc3C2)cc1 (configuration not stated)
2 | CN1CCCN(C(=O)CNC(=O)c2ccccc2Br)CC1
1 | COc1ccc(OCC(=O)Nc2nc3cc4c(cc3s2)OCCO4)cc1
1 | COc1ccc(C(CNC(=O)c2cccc(S(=O)(=O)N3CCc4ccccc43)c2)N(C)C)cc1 (configuration not stated)
3 | CC(C)(C)OC(=O)C[C@H]1C/C=C\C[C@@H](CC(=O)N(CCO)Cc2ccccc2)C(=O)NCCOC1=O
1 | C[C@H](CO)N1C[C@H](C)[C@@H](CN(C)C(=O)NC2CCCCC2)Oc2ccc(NS(=O)(=O)c3cccs3)cc2C1=O
6 | CC(OC(=O)C1=COCCO1)C(=O)NC1(C#N)CCCCC1 (configuration not stated)
-4 | Cc1cc(Br)ccc1NC(=O)CNC(=O)CSc1ncccn1
3 | CCCN(CC(=O)Nc1ccccc1OC)C(=O)CCC(=O)c1ccc(Cl)s1
-1 | COC(=O)[C@]1(Cc2ccccc2)N[C@H](c2ccc(-c3ccc(Cl)c(Cl)c3)cc2)[C@@H]2C(=O)N(C)C(=O)[C@@H]21
4 | N#Cc1c(F)cccc1NCCCn1ccnc1
2 | CN1CCN(S(=O)(=O)c2ccc(C3CCCCC3)cc2)CC1
1 | O=c1c2ccccc2sc2ccccc12
-13 | Oc1cc2c(cc1O)CN(C(=S)NCCc1ccc(Cl)cc1)CCC2
8 | Nc1ccn(CC(=O)N2CCN(c3ccccn3)CC2)c(=O)n1
1 | Cc1noc(C)c1COc1cccc(C(=O)N(C)Cc2nc3ccccc3c(=O)[nH]2)c1
5 | O=C(Nc1ccc(Cl)cc1)OCCN1CCOCC1
-3 | Cc1ccc(OCCCC(=O)Nc2cc(Cl)ccc2-n2cncn2)cc1
4 | CCN(CC(=O)Nc1c(F)cccc1F)C(=O)CSCC(=O)Nc1cccc(C)c1
3 | Cc1ccc(C)c(NC(=O)CN(C)C(=O)COc2cccc3c2OC(C)(C)C3)c1
-2 | O=S(=O)(c1ccccc1)N(c1ccccc1)S(=O)(=O)c1ccccc1
0 | CCCCn1c(C)nc2cc(S(=O)(=O)N3CCOCC3)ccc21
-1 | Cc1ccc(C(=O)NNC(=O)c2cc(C)nc3ccccc23)cc1
-3 | Cc1ccc(C(C)NC(=O)c2cccs2)cc1 (configuration not stated)
0 | O=C(COc1ccccc1)NCC(=O)N1CCCCCC1
-7 | C=C1C(=O)C23C(O)C1CCC2C12CCCC(C)(COC(C)=O)C1C(O)C3(O)OC2 (configuration not stated)
7 | COc1ccc2[nH]c3c(c2c1)CCN1C(=O)C(CC(=O)NCc2ccco2)C[C@H](C(=O)N2CCCCC2)[C@@]31CCc1ccccc1 (some centres not stated)
0 | CN(CC(=O)Nc1cccc(F)c1)CC(=O)N(C)CC(=O)Nc1ccccc1Br
4 | CCN(CC(=O)Nc1cc(Cl)ccc1C)C(=O)c1cc(S(=O)(=O)N2CCCCCC2)ccc1OC
6 | COc1ccc(CCNC(=O)c2sc3nc4n(c(=O)c3c2C)CCC4)cc1
4 | C=C[C@]12CC[C@H](OC(C)=O)CC1=CCC1C2CC[C@@]2(C)C1CCC21OCCO1 (some centres not stated)
3 | CC(=O)C[C@@H](O)CC(=O)[C@@H]1OC(=O)CCCCC/C=C/Cc2ccccc21
-1 | O=C(NCC(=O)N1CCN(C(=O)c2ccco2)CC1)c1cccc(Cl)c1
10 | Cc1cccc(NC(=O)CSCC(=O)OCc2ccccn2)c1
-2 | COc1ccc(NC(=O)CC2SC(N3CCOCC3)=NC2=O)c(OC)c1 (configuration not stated)
-1 | CCN(CC(=O)Nc1c(F)cccc1F)C(=O)Cc1c(C)nc2ccccc2c1C
-3 | COc1ccc([C@H]2CC(=O)C=C(c3ccc(C)c([N+](=O)[O-])c3)C2)cc1
0 | Cc1ccc(NC(=O)CNC(=O)C2CCCCC2)nc1
-5 | Nc1c2c(nc3ccccc13)CSCC2
4 | O=C(CNC(=O)c1ccc(OC(F)F)cc1)Nc1cccc(S(=O)(=O)N2CCCC2)c1
-3 | O=c1oc(C2(O)CCCCC2)cc2ccc(Br)cc12
0 | COc1ccc(N2CCN(C(=O)COC(=O)c3cccc(S(=O)(=O)Nc4cccc(C)c4)c3)CC2)cc1
0 | COc1ccc(S(=O)(=O)N(C)C[C@@H]2Oc3ccc(NC(=O)Nc4c(C)noc4C)cc3C(=O)N([C@H](C)CO)C[C@@H]2C)cc1
6 | CC(=O)NC12CC3CC(C1)CC(C(=O)N1CCN(S(=O)(=O)c4cccs4)CC1)(C3)C2
2 | COc1ccc2[nH]c3c(c2c1)CCN1C(=O)C(CC(=O)NC(C)(C)C)C[C@H](C(=O)N2CCCCC2)[C@@]31CCc1ccccc1 (some centres not stated)
5 | COc1cc(OC)c2c(-c3cccc(-c4ccc(F)c(Cl)c4)c3)cc(=O)oc2c1
4 | CC(=O)N1CCN(C(=O)c2ccc(S(=O)(=O)Nc3ccccc3C)cc2)CC1
4 | CC(C)(C)N(Cc1ccccc1)C(=O)COC(=O)CNC(=O)c1ccco1

Given as a markdown table: part of the list above.
| smiles | IDE act |
| --- | --- |
| O=C(CNC(=O)c1ccc(OC(F)F)cc1)Nc1cccc(S(=O)(=O)N2CCCC2)c1 | 4 |
| O=c1oc(C2(O)CCCCC2)cc2ccc(Br)cc12 | -3 |

Further entries follow.
IDE act | structure
2 | COc1ccccc1NC(=O)COC(=O)C1=NN(c2ccccc2)C(=O)CC1
1 | O=C(CNC(=O)c1ccco1)NCC(c1ccco1)N1CCCCC1 (configuration not stated)
4 | N#CC(=Cc1ccncc1)c1ccccc1
1 | COc1ccc(-c2csc(NC(=O)CSCC(=O)Nc3cc(C)on3)n2)cc1OC
6 | CC(C)(C)S(=O)N1Cc2cn(Cc3ccccc3)c(=O)cc2[C@@H]1CCO (some centres not stated)
-32 | COc1cc(N2C(=O)C=CC2=O)ccc1N1C(=O)C=CC1=O
0 | O=C(Cn1cnc([N+](=O)[O-])c1)c1ccc(Cl)cc1
2 | CCN(CC(=O)Nc1c(F)cccc1F)C(=O)c1ccc(N2CCCC2=O)cc1
-1 | CC(=O)Nc1ccc(NC(=O)C(C)OC(=O)CC2CCCCC2)cc1 (configuration not stated)
1 | Cc1ccc2nc(-c3ccccc3)cc(C(=O)NCC(c3ccco3)N(C)C)c2c1 (configuration not stated)
3 | Cc1nn(C2CC(O)C(O)C(CO)O2)c(=O)[nH]c1=O (configuration not stated)
-3 | CC(=O)Nc1ccc(S(=O)(=O)NCCC(=O)OCC(=O)c2cccc(Br)c2)cc1
1 | COc1ccc2ccc(OCC(=O)N3c4ccccc4NC(=O)CC3C)cc2c1 (configuration not stated)
3 | CC(=O)c1ccc(NC(=O)CN2C(=O)NC(C)(c3ccc4c(c3)OCCO4)C2=O)cc1 (configuration not stated)
1 | COCCn1c(SCC(=O)NC2CC2)nc2ccccc21
3 | Cc1cc(C)n(CCCNC(=O)CN(C)S(=O)(=O)c2ccc(Cl)cc2)n1
5 | COc1ccc(-c2nn(-c3ccccc3)cc2CNC[C@H]2O[C@@H](n3cnc(C(N)=O)n3)[C@H](O)[C@@H]2O)cc1

Some of the compounds tested. The share of hits here may be higher or lower than overall.
